yeast mec2-1: NCI yeast anticancer drug screen, S. cerevisiae mec2-1 strain | growth inhibition, % at 50 µM | actives 9% (n = 79,000);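 also: 0% = growth of vehicle-only cultures of the same strain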
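Using mec2-1 yeast: add compound, measure growth, express inhibition versus vehicle-treated cultures.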
rad50: NCI yeast anticancer drug screen, S. cerevisiae rad50 strain; growth inhibition, % at 50 µM; actives 10% (n = 79,000); AID 155, 2004;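 also: 0% = growth of vehicle-only cultures of the same strain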
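Cells are treated with compound, grown, and their growth is then scored against vehicle-only cultures of the same repair-deficient yeast strain.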
sgs1 mgt1: NCI yeast anticancer drug screen, S. cerevisiae sgs1 mgt1 strain; % growth inhibition at 50 µM; actives 10% (n = 78,000); AID 161, 2004;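 also: 0% = growth of vehicle-only cultures of the same strain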
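Compounds are added to genetically altered yeast, and growth is compared with cultures given vehicle alone to give percent inhibition.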
yeast bub3: NCI yeast anticancer drug screen, S. cerevisiae bub3 mutant strain | % growth inhibition at 50 µM | actives 9.9% (n = 78,000) | AID 167, 2004;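 also: 0% = growth of vehicle-only cultures of the same strain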
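Whole-cell yeast assay. The mutant strain was incubated with compounds, and growth inhibition was determined by comparison with vehicle-treated cells.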
yeast cln2 rad14: NCI yeast anticancer drug screen, S. cerevisiae cln2 rad14 strain; actives 8.3% (n = 78,000); growth inhibition, % at 50 µM;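 also: 0% = growth of vehicle-only cultures of the same strain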
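Each compound was tested on cln2 rad14 yeast. Inhibition of growth was calculated against vehicle-exposed controls.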
yeast mlh1 rad18: NCI yeast anticancer drug screen, S. cerevisiae mlh1 rad18 strain | actives 11% (n = 79,000) | growth inhibition, % at 50 µM;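 also: 0% = growth of vehicle-only cultures of the same strain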
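Steps: expose repair-defective yeast to compound; measure growth; express inhibition against vehicle-treated controls.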
An asterisk follows results filed as active; & = joins results of further samples. Rule as the data show it: active = growth inhibition above about 70%; inactive = the rest.

canonical_smiles,rad50,yeast bub3,yeast mec2-1,yeast mlh1 rad18,yeast cln2 rad14,sgs1 mgt1
Cc1cccc(NC(=O)COc2ccc(Cl)cc2C)c1,8,0,4,0,39,10
COc1ccc(-c2c(-c3ccccc3)c(C)nc3[nH]c(=S)[nH]c(=S)c23)cc1OC,92*,70,93*,95*,93*,94*
CC(C)CCCC(C)[C@H]1CCC2C3CC=C4C[C@@H](OC(=O)CC(CC(=O)[O-])C(=O)[O-])CC[C@]4(C)C3CC[C@@]21C.N.N.[Pt+4] (stereo not given in full),26,13,13,0,4,12
CC1(C(=O)O)CCCC2(C)[C@@H]3CCC4CC3(CC[C@H]12)C[C@@]4(C)O (stereo not given in full),19,18,17,16,4,9
COc1cc2ccncc2cc1O,-7,9,-18,-16,-4,-26
Fc1c(F)c(F)c(-c2nnc(-c3c(F)c(F)c(F)c(F)c3F)o2)c(F)c1F,-2,9,3,4,-57,-9
CCSCCC(NS(=O)(=O)Cc1ccccc1)C(=O)O (stereo not given),0,-61,1,-29,-5,-2
N#CCCC1C(C#N)C2(Cl)CC1(Cl)C(Cl)=C2Cl (stereo not given),90*,89*,92*,87*,88*,92*
NC(=S)N/N=C/C=C/c1ccccc1,18,53,24,37,37,56
O=C(Oc1c(Cl)c(Cl)c(Cl)c(Cl)c1Cl)c1ccc(Cl)cc1,100*,100*,100*,99*,100*,99*
COc1ccc2c(c1)CC[C@@H]1[C@@H]2CC[C@]2(C)C(=O)/C(=N/O)C[C@@H]12,-15,32,5,-14,-34,2
C=C(CCCCCCCCC)CC(=O)SCCNC(=O)CCNC(=O)C(O)C(C)(C)COP(=O)(O)OP(=O)(O)OCC1OC(n2cnc3c(N)ncnc32)C(O)C1OP(=O)(O)O (stereo not given),-8,-20,-15,0,-17,1
Cc1cc(C)nc(NC(=O)COc2ccc(Cl)cc2)c1,-16,-38,6,-15,-40,-21
CCC(N)CS(=O)(=O)O (stereo not given),-34,-27,-20,-45,-61,-10
Clc1ccc(C2NC(c3ccc(Cl)cc3)NC(c3ccc(Cl)cc3)N2)cc1 (stereo not given),28,9,14,-2,-5,36
COc1cc(-c2nc(SC)nc3c2CCc2ccccc2-3)cc(OC)c1OC,-6,4,-6,-20,11,3

Brought forward from above: six entries, followed by the next part.
canonical_smiles,rad50,yeast bub3,yeast mec2-1,yeast mlh1 rad18,yeast cln2 rad14,sgs1 mgt1
COc1ccc2c(c1)CC[C@@H]1[C@@H]2CC[C@]2(C)C(=O)/C(=N/O)C[C@@H]12,-15,32,5,-14,-34,2
C=C(CCCCCCCCC)CC(=O)SCCNC(=O)CCNC(=O)C(O)C(C)(C)COP(=O)(O)OP(=O)(O)OCC1OC(n2cnc3c(N)ncnc32)C(O)C1OP(=O)(O)O (stereo not given),-8,-20,-15,0,-17,1
Cc1cc(C)nc(NC(=O)COc2ccc(Cl)cc2)c1,-16,-38,6,-15,-40,-21
CCC(N)CS(=O)(=O)O (stereo not given),-34,-27,-20,-45,-61,-10
Clc1ccc(C2NC(c3ccc(Cl)cc3)NC(c3ccc(Cl)cc3)N2)cc1 (stereo not given),28,9,14,-2,-5,36
COc1cc(-c2nc(SC)nc3c2CCc2ccccc2-3)cc(OC)c1OC,-6,4,-6,-20,11,3
CCN(CC)C(=O)C1CC=CCC1C(=O)O (stereo not given),41,2,19,30,-38,24
CCOC1OCCCC1C(OCC)C(C)C (stereo not given),39,-1,15,12,9,19
CC1=CC(=O)C(=O)c2ccccc21,-35,-4,-10,-5,10,-6
C=CCC(O)C(=O)OC1CC(C)CCC1C(C)(C)c1ccccc1 (stereo not given),99*,99*,99*,99*,99*,99*
O=C(O)CCC(=O)c1ccc(O)cc1,0,-14,-27,14,-15,-7
CCCCCCC1CCC(O)CC1 (stereo not given),23,12,3,41,0,-8
O=c1onc(-c2ccc(Cl)cc2)c2ccccc12,7,14,16,8,83*,-1
CCC1(O)CC2C3C(C(=O)OC)=C4Nc5ccccc5C45CCN(C31)C25 (stereo not given),6,2,-6,-2,12,3
Nc1ccc(S(=O)(=O)S(=O)(=O)c2ccc(N)cc2)cc1,0,-1,2,-3,12,-4
C1=NN=C2C=C3CCc4ccccc4C3CC12 (stereo not given),7,-16,7,19,-17,-1
c1ccc(COCCOCc2ccccc2)cc1,10,29,-27,-11,-18,-10
CC(C)=NOC(=O)N(c1ccccc1)c1cccc(C)c1,-17,-3,8,50,-23,9
CC(C(=O)O)c1c(-c2ccccc2)ccc2ccccc12 (stereo not given),39,39,51,64,52,51
N#CCN(CCc1ccccc1)CCc1ccccc1,8,0,-10,34,-18,13
CC/C(C)=N\NS(=O)(=O)c1ccc(NC(C)=O)cc1,-5,-33,-14,-1,21,18
CCCCCCCCCCCCCC/C(C(=O)OC)=C(/O)C(=O)OCC,-40,-58,-30,-20,-17,-28
CCCCCCCOC(=O)C(CC)CC,7,3,-6,6,3,5
CCOC(=O)CCC1(CCC(=O)OCC)CCCCCCCCC(CCC(=O)OCC)(CCC(=O)OCC)C(=O)C1=O,13,-5,12,-1,38,-15
Cc1ccc(S(=O)(=O)Nc2ccc(C(=O)NC(CCC(=O)O)C(=O)O)cc2)cc1 (stereo not given),3,-2,3,14,-2,-8
COc1cc(CCOC(=O)c2cc(OC)c(OC)c(OC)c2)cc(OC)c1OC,30,35,14,20,19,22
COc1cc2c(cc1O)C1(Cc3ccc4c(c3C1=O)OCO4)N(C)CC2 (stereo not given),19,3,8,7,12,-33
Oc1ccc(Cl)cc1/C=N\N=C\c1cc(Cl)ccc1O,-50,3,-1,9,-36,6
O=C(NCCCCCSC(=O)c1ccccc1)c1ccccc1,0,16,5,-4,14,8
Cc1nc2cc(Nc3ccccc3C(=O)O)ccc2s1,-43,-22,-37,-26,-1,-51
OCCc1ccccc1CCO,-30,-5,-18,8,-17,-13
CC(=O)Nc1ccc2c(c1)C(=Nc1ccc(C(=O)O)cc1)c1ccccc1-2,91*,92*,66,91*,44,74*
C=CCNC1=C(NC(C)=O)C(=O)c2ccccc2C1=O,16,29,1,12,-31,5
CCCOC(=O)c1ccc(C(C)(C)C)cc1,38,16,15,28,-34,18
CCOC(=O)NN(C(=O)OCC)c1c(C)[nH]c2ccccc12,20,5,11,24,-11,19
O=S1(=O)OCCOS(=O)(=O)C1(F)Br,-38,-21,-5,-30,-8,-20
CC1(c2ccccc2)CC/C(=C/c2ccccc2)C1=O (stereo not given),-5,33,10,18,-43,26
C[CH2][Ge]([CH2]C)[CH2]C.C[CH2][Ge]([CH2]C)[CH2]C.C[CH2][Ge]([CH2]C)[S][Ge]([CH2]C)[CH2]C,25,36,30,7,40,53
N#Cc1ccc(CCc2ccc(Cl)cc2)cc1,-7,1,-17,-10,-41,-7
CC(=N/NC(=S)NCCN1CCCC1)/C(C)=N\NC(=S)NCCN1CCCC1,51,13,5,35,11,48
O=S(=O)(Nc1ccccc1F)c1ccc(F)cc1,4,-28,-12,54,-10,56
CN(C)C(=S)NC(=S)Nc1ccc2ccccc2c1,63,57,41,73*,46,66
Cc1c(C(=O)O)[nH]c(=S)[nH]c1=O,-20,-3,-15,-34,-3,-26
O=c1oc2ccccc2c(O)c1[N+](=O)[O-],11,-7,-11,4,3,-6
COc1ccc(/C(Cl)=C(\C=O)c2ccccc2)cc1OC,-9,20,6,22,18,18
Oc1ccccc1-c1nc2cc(Cl)ccc2o1,3,11,-8,4,-49,-11
Nc1nnc(-c2ccccc2)nn1,4,7,4,9,-1,12
CCC(/C=C/c1ccccc1)=N\NC(=O)c1ccccc1,8,1,6,1,-1,4
CCN(CC)c1ccc(C)cc1,13,-16,1,24,-8,-21
CC(C)(C)c1ccc(S(=O)(=O)/C=C/c2ccccc2)cc1,-2,4,35,6,26,-9
C[n+]1ccccc1C(O)C(O)c1cccc[n+]1C (stereo not given),6,-8,2,10,23,9
COc1cc(OC)cc(OCc2nc3cc(C(F)(F)F)ccc3nc2-c2ccccc2)c1,-18,-1,-4,-54,-6,6
OC(CN1CCCCC1)c1ccc2c(ccc3ccccc32)c1 (stereo not given),83*,92*,50,88*,75*,88*
CC(=O)Nc1ccc(C(=O)N2C(=N)C(C#N)=C(O)/C2=C\c2ccc(Cl)c(Cl)c2)cc1,-7,-21,-6,2,1,-18
CC(=O)OCc1cc(=O)n(C)c2c3c4c(cc12)c(C)cc(=O)n4CO3,86*,84*,88*,90*,87*,91*
O=Nc1ccc(C=C2C(=O)C=CC2=O)cc1,99*,99*,100*,100*,99*,99*
O=C(O)CNC(=O)c1ccc(-c2ccccc2)cc1,-4,20,-21,2,4,13
CNC1C(O)C(OC2C(N)CC(N)C(OC3OC(CN)C(O)C(O)C3O)C2O)OCC1(C)O (stereo not given),27,10,-17,21,5,-13
CCOC(=O)CC(C(=O)OCC)S(=O)CP(=O)(OCC)OCC (stereo not given),15,15,5,24,4,18
C(=Nc1ccc(-c2csc(-c3ccccc3)n2)cc1)c1ccc(N2CCC3(CCCCC3)CC2)cc1,-7,5,-8,30,24,0
NC(=S)Nc1ccc(F)cc1F,-21,-9,-17,6,-18,-20
CNc1ccc(C)cc1S(=O)(=O)c1ccccc1[N+](=O)[O-],66,47,42,16,29,58

Next part, starting with the last three of the part before.
canonical_smiles,rad50,yeast bub3,yeast mec2-1,yeast mlh1 rad18,yeast cln2 rad14,sgs1 mgt1
C(=Nc1ccc(-c2csc(-c3ccccc3)n2)cc1)c1ccc(N2CCC3(CCCCC3)CC2)cc1,-7,5,-8,30,24,0
NC(=S)Nc1ccc(F)cc1F,-21,-9,-17,6,-18,-20
CNc1ccc(C)cc1S(=O)(=O)c1ccccc1[N+](=O)[O-],66,47,42,16,29,58
CCCCCCCCCCCCCCCC(=O)N1CCN(C(=O)CCCCCCCCCCCCCCC)C1,45,2,-7,3,19,12
O=C1OC(c2ccccc2)=N/C1=C\c1ccccc1O,-10&-5,-14&-2,-16&-13,-1&-21,7&3,-1&0
O=C(O)/C=C/C(=O)Nc1ccccc1Cl,10,42,30,21,0,49
CC1(C)CCc2c(cc3c(c2O)CCC(C)(C)O3)O1,5,9,8,8,13,-11
CCOC(=O)Cc1c(C)[nH]c2c(C)ccc(C)c12,-7,-26,26,11,-18,7
CCCCCN(C(=O)CCl)c1ccccc1,56,50,35,68,14,54
CCc1ccc(N=Cc2cc(OC)c(OC)c(OC)c2)cc1,-4,14,16,-6,5,29
S=c1cc(S)sc2c1c(=S)sc1nc3ccccn3c(=S)c12,-2,25,29,45,18,35
NC(=O)c1cn(C2OC(CO)C(O)C2O)c(=O)[nH]c1=O (stereo not given),14,-13,-9,-5,19,0
c1ccc(N=C2SC(=NNc3ccccc3)SC2=Nc2ccccc2)cc1,-22,-8,6,-4,-30,-22

No enrichment for hits; overall some 13% were active at least once.
